# High-throughput results deposited in PubChem by Icahn School of Medicine at Mount Sinai.
# ROC1-CUL1 inh: human ROC1-CUL1 E3 ligase inhibition. P62877+Q13616. in vitro K48 di-Ub FRET, acceptor:donor ratio, 45 min. inhibition, % at 10 µM. 140,000 tested, 0.6% active; in the data active = inhibition above about 25%
# Target sequence (P62877 whole entry, looked up): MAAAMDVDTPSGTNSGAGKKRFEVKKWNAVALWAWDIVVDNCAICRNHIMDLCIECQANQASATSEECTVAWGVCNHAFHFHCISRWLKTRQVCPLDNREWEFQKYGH
# Target sequence (Q13616 whole entry, looked up): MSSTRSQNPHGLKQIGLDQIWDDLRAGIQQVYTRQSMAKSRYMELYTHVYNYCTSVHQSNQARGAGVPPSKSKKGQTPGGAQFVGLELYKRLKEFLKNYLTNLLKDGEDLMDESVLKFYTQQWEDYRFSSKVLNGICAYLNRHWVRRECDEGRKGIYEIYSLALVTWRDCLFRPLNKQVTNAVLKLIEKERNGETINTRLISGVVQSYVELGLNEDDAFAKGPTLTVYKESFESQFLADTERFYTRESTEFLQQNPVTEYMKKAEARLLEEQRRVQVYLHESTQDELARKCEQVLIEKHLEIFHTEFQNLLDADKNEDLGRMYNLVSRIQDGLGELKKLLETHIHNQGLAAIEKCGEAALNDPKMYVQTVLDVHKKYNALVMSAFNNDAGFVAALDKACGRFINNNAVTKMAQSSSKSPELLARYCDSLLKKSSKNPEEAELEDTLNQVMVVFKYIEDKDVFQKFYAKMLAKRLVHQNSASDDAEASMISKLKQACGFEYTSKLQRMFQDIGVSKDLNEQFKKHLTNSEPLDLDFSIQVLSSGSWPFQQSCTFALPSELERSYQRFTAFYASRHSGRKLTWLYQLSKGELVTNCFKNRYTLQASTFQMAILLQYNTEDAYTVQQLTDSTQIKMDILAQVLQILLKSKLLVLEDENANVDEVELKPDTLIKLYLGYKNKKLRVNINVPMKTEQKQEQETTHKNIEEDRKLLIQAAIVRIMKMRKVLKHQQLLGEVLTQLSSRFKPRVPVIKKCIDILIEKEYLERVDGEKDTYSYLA
# Starred values were filed as active, the others as inactive. Not all compounds are listed. The share of hits here may be higher or lower than overall.
SMILES,ROC1-CUL1 inh
Cn1cc([C@@H]2C[C@H]3CN(C4CCCC4)C(=O)[C@]34CCCN24)c(-c2ccccc2)n1,4
Cc1cc(C)cc(NC(=O)Cn2cnc3ccccc3c2=O)c1,7
COCCCNC(=O)c1ccc(C(C)(C)C)cc1,0
Cc1ccc(CNC(=O)Cn2c3ncccc3c(=O)n2-c2ccccc2)cc1,4
COc1ccc(NC(=O)c2sc3nc(-c4ccc(OC)cc4)cc(C(F)(F)F)c3c2N)cc1,-5
Cc1ccc2nc(C(=O)O)cc(C(=O)O)c2c1,4
CSc1nnc(CSc2nnc(-c3ccccc3)n2C)n1-c1ccccc1,-8
O=C(Nc1cccc(-c2nc3ncccc3o2)c1)c1ccc(-c2cccc(Cl)c2Cl)o1,-1
Cc1oc(-c2ccc(F)cc2)nc1CN1CCCC(C(=O)N2CCOCC2)C1 (stereo not given),-10
CCOC(=O)C1C(C)=NC2=C(C(=O)CC(C)(C)C2)C1c1c(F)cccc1F (stereo not given),10
CCN1CCc2c(sc(-n3cccc3)c2C(CCC(C)C)NC(=O)NCCC(=O)OC)C1 (stereo not given),-6
COc1ccc(NC(=O)C2CCCN(S(=O)(=O)c3cccs3)C2)cc1 (stereo not given),-1
Cn1c(=O)c2c(SCC(=O)Nc3ccc(F)cc3F)nc(C3CCCC3)nc2n(C)c1=O,3
CCOc1ccc(N(C)C(=O)c2oc(=O)c3ccccc3c2-c2ccccc2)cc1,-12
COc1ccc(NC(=O)c2ccc(NC(=O)CCS(=O)(=O)c3cccs3)cc2)cc1,0
CC(Cc1ccccc1)N1CC(=N)ON1 (stereo not given),8
O=C1OC2C(O)C3CC1C2C3 (stereo not given),-2
CCCCOC(=O)c1ccc(NC(=S)NC(=O)c2cncc(Br)c2)cc1,-2
COc1ccc(C)cc1NC(=O)c1cc(S(=O)(=O)N2CCOCC2)cn1C,-6
COc1cccc(NC(=O)C(C)Oc2ccccc2)c1 (stereo not given),-3
CCc1cccc(C)c1NC(=O)CN(C)S(=O)(=O)c1cccc2nsnc12,-8
CCc1ccc(CN2CCC(C(Cc3ccccc3)N(CC)C(=O)C3CCOCC3)CC2)cc1 (stereo not given),5
c1cnn(CCCN2CCc3onc(-c4ccc5c(c4)OCO5)c3C2)c1,2
O=C(CCn1c(=O)c2sccc2n(Cc2cccc(F)c2)c1=O)NCc1ccc2c(c1)OCO2,-4
O=C(CSc1nc2ccccc2nc1Cc1ccc(Cl)cc1)Nc1ccc2c(c1)OCO2,6
Cc1[nH]c2ccc(CNC3CCN(Cc4ccccn4)CC3)cc2c1C,-7
O=C(NCc1ccc(Cl)cc1)c1cc2cccc3c2n1CCS3,-11
CCOc1ccc2nc3c(cc2c1)sc1ccccc13,7
COc1ccc(C(=O)NC(=S)Nc2ccc(C)c(Cl)c2)cc1[N+](=O)[O-],-1
COc1ccc(CCNC(=O)c2ccc3[nH]c(C)c(C)c3c2)cc1OC,7
CCCCCCSc1nc2sc3c(c2c(=O)n1-c1ccc(C)cc1)CCCC3,-8
CCc1ccc(S(=O)(=O)Nc2ccc3oc(C)c(C(=O)OCCOC)c3c2)cc1,4
CN(C)CCOC(=O)c1ccc2c(c1)OCO2,-8
O=C(Cc1cccs1)N1CCN(c2cccc(Cl)c2)CC1,7
O=C(Nc1ccc(S(=O)(=O)N2CCCCCC2)cc1)Nc1cccc(Cl)c1,2
COc1ccc(Nc2nc3c(S(=O)(=O)c4ccc(Br)cc4)nnn3c3ccsc23)c(OC)c1,2
CC(C)c1ccc(CNc2nc(N)n(-c3ccccc3)n2)cc1,0
Cc1ccccc1-n1ncc(SCc2ccccc2)c(Cl)c1=O,-2
CCC(Nc1ccc(OC)cc1)C(=O)N/N=C/c1ccccc1F (stereo not given),6
Cc1cc(S(=O)(=O)N2CCCC(CNS(=O)(=O)Cc3ccccc3)C2)c(C)s1 (stereo not given),-5
N#CC1C(=N)C(C#N)(C#N)[C@H](c2ccc(Cl)cc2)[C@H]2CN(CCc3ccccc3)CC=C12 (stereo not given in full),1
CCCCC(=O)NC1(C(F)(F)F)C(=O)N=C2C1C(=O)NC(=O)N2Cc1ccco1 (stereo not given),-8
CCOc1cc(/C=C2\C(=O)NN(c3ccccc3)C2=O)cc(Br)c1OCCCOc1ccc(C)cc1,17
COc1ccc(-c2ccc3c(N)c(C(=O)c4ccc(OC)c(OC)c4)sc3n2)cc1,10
CN(C)c1ccc(/C=C2/SC(=S)N(Cc3ccco3)C2=O)cc1,10
Cc1c(C(=O)O)cccc1-n1c(C)cc(/C=N/NC(=O)c2cc3ccccc3o2)c1C,1
COc1ccc(Cc2nnc(NC(=O)c3ccccc3F)s2)cc1,2
O=c1c(Cl)c(Cl)cnn1-c1cc(Oc2ccc(Cl)cc2Cl)nc(-c2ccccc2)n1,2
CCC(Cc1ccccc1)=NNC(=O)C(C)Nc1ccccc1OC (stereo not given),4
CCOc1ccc(C(=O)NC)cc1Br,-12
CCOC(=O)c1cccc(NC(=O)N2CC(CC)Oc3ccccc32)c1 (stereo not given),7
O=C(c1ccc2ccccc2c1)C1CCCN(C(=O)CCN2CCCC2=O)C1 (stereo not given),-5
CCOC(=O)C1CCCN(C(=O)C2CC(=O)c3sc(NC(=O)c4ccsc4)nc3C2)C1 (stereo not given),5
O=C(c1ccccc1)N1CN(C(=O)c2ccccc2)CN(C(=O)c2ccccc2)C1,-8
CCNS(=O)(=O)Cc1ccc(Cl)cc1Cl,-8
CC(C)(C)c1cc(CC2=NC(=O)N(Cc3ccccc3)C2=O)cc(C(C)(C)C)c1O,8
CC1(C)CC(=O)c2c(nc(SCC(=O)c3ccc4c(c3)OCCO4)c(C#N)c2-c2ccccc2)C1,3
c1ccc(N2CCN(c3nc4ccccc4n4nnnc34)CC2)cc1,2
COc1cc(-c2[nH]nc3c2C(c2cccc(Br)c2)C(C#N)C(=N)O3)cc(OC)c1OC (stereo not given),8
Cc1ccccc1OCCn1cc(C(=O)c2ccco2)c2ccccc21,11

# A different layout for 2 compounds above.
ROC1-CUL1 inh	canonical_smiles
-5	O=C(c1ccc2ccccc2c1)C1CCCN(C(=O)CCN2CCCC2=O)C1 (stereo not given)
5	CCOC(=O)C1CCCN(C(=O)C2CC(=O)c3sc(NC(=O)c4ccsc4)nc3C2)C1 (stereo not given)

# Structural class, the entries above with a COOH group
SMILES,ROC1-CUL1 inh
Cc1ccc2nc(C(=O)O)cc(C(=O)O)c2c1,4
Cc1c(C(=O)O)cccc1-n1c(C)cc(/C=N/NC(=O)c2cc3ccccc3o2)c1C,1

# Next part
SMILES,ROC1-CUL1 inh
Nc1ccccc1Sc1ccc(Cl)cc1C(=O)O,-3
CC(C)(C)OCC(O)CN1CCOCC1 (stereo not given),0
CCc1cccc(-n2nnc(-c3nc(-c4ccccc4Cl)no3)c2N)c1,7
CCCOc1ccc(Br)cc1CSC(=N)N,-10
COc1ccc(N2CCN(C(=O)CCc3c(C)nc4cc(-c5ccc(OC)cc5OC)nn4c3C)CC2)cc1,-5
CCCNC(=O)c1cnn2c(C(F)F)cc(-c3ccccc3)nc12,-3
CCOc1ccc(CCNC(=O)c2nc(-c3cccc(F)c3)n3c2CCCCC3)cc1OCC,-9
COc1ccc(Br)cc1CNC(=O)c1ccc2c(c1)N(Cc1ccc(C)cc1)CCS2,-1
CCCCCC1CCC(c2ccc(C3OCC(CCCCC)CO3)cc2)CC1 (stereo not given),1
CCOC(=O)c1cnn(-c2cc(Oc3ccccc3)nc(SC)n2)c1N,3
Cc1ccc(C(C)NC(=O)c2cc(C)on2)c(C)c1 (stereo not given),12
O=C(COc1ccc(I)cc1)Nc1ccc(O)cc1C(=O)O,1
CC1NC2c3c(sc4c3CCCC4)-n3c(SCC(=O)NCc4ccccc4)nnc3N2N1 (stereo not given),0
Cc1ccc(S(=O)(=O)N(CC(=O)Nc2cccc(N(C)S(C)(=O)=O)c2)c2ccc(C)cc2C)cc1,2
CCCn1c(C(C)(C)C)cn2c3c(=O)n(C)c(=O)n(C)c3nc12,-3
COc1ccc(C(C#N)Nc2ccccc2C)cc1 (stereo not given),9
COc1ccc(Cn2c(C(=O)O)c(CNC3CCCC3)c3ccc(C)cc32)cc1,-2
O=C(Cc1ccc(Cl)cc1)NCC(c1cccs1)S(=O)(=O)c1ccccc1 (stereo not given),-3
Cc1nn(CCc2n[nH]c(=S)n2CC(C)C)c(C)c1Br,11
O=C(Nc1ccc(OC(F)(F)F)cc1)c1cc2nc3c(c(C(F)(F)F)n2n1)CCc1ccccc1-3,6
Cc1ccccc1C(=O)Nc1cccc(C(=O)OCc2cc(=O)n3nc(C4CC4)sc3n2)c1,-4
CC(C)(C)C(=O)Nc1ccnn1C1CCN(CC(O)CO)CC1 (stereo not given),-2
COc1ccc(C(=O)NCC(c2cccnc2)N2CCN(c3ccccc3F)CC2)cc1OC (stereo not given),1
O=C(CSc1ncn[nH]1)Nc1nsc(-c2ccccc2)n1,0
CCCc1cc(C(=O)Nc2ccc(Cl)cc2)n(C)n1,-7
COc1ccc(NC(=O)CSC2=Nc3ccccc3C3=NC(Cc4ccccc4)C(=O)N23)cc1 (stereo not given),8
Cc1cccc2sc(NS(=O)(=O)c3ccc(F)cc3)nc12,0
COc1cc([C@@H]2C[C@H]3CN(C)C(=O)[C@]34CCCN24)ccc1OCc1ccccc1,-5
Cc1cccc(OS(=O)(=O)c2ccc(I)cc2)c1,-4
COc1cc(NS(=O)(=O)c2cnc(N)nc2)cc(OC)c1,12
Cc1ccc(C(=O)Nc2cc3c(cc2N2CCCC2)n(C)c(=O)c(=O)n3C)cc1,-1
CCn1ccc2cc(S(=O)(=O)N3CCCN(C(=O)Nc4cccc(SC)c4)CC3)ccc21,-4
Cc1ccc(C)c(Nc2cc(C(=O)NC3CCCCC3)c3ccccc3n2)c1,3
CC(C)CC(=O)N1CCN(c2ccc(Cl)cc2N)CC1,9
Cc1ccc(CNC(=O)C(C)c2cccc(C(=O)c3ccccc3)c2)cc1 (stereo not given),3
CN(C)CCC/C=C1\c2ccccc2Sc2c(O)cc(Cl)cc21,-2
COc1c(Br)cc(C2NC(=O)c3c(sc4c3CCCC4)N2)cc1Br (stereo not given),7
CCOC(=O)Cc1cc(-c2ccc(Br)cc2)nc2ccc3ccccc3c12,1
CCN1C(=O)c2ccccc2Sc2ccc(NC(=O)Cc3ccc(OC)cc3)cc21,-2
Cc1ccc(NC(=O)CSc2nc3ccccc3nc2Cc2ccccc2)c(C)c1,-12
COc1ccccc1CCC(=O)Nc1cnn(CC(=O)NC(C)Cc2ccsc2)c1 (stereo not given),-7
Cc1ccccc1S(=O)(=O)NCC1CCCO1 (stereo not given),-6
COC(=O)CN1C(=S)N(c2ccc(Cl)cc2)C(=O)C1CC(=O)Nc1ccc(Cl)cc1 (stereo not given),1
O=C1C(=O)N(CCCn2ccnc2)C(c2ccc(Cl)cc2)C1C(=O)c1cc2ccccc2o1 (stereo not given),-3
CN(C(=O)c1ccsc1)C(Cc1ccccc1)C1CCN(C(=O)c2ccc3[nH]ccc3c2)CC1 (stereo not given),4
COc1ccc(C2=NN(C(=O)c3ccc(Br)o3)C(c3nc4ccccc4[nH]3)C2)cc1 (stereo not given),-6
O=C(Cc1cc(F)cc(F)c1)NCCN1Cc2ccccc2OC(c2ccccc2)C1 (stereo not given),1
COC(=O)NCc1ccc(S(=O)(=O)N2CCOCC2)cc1,0
COc1ccc(C2C3=C(CC(C)(C)CC3=O)N(c3sc4c(c3C#N)CCCC4)C(=N)C2C#N)cc1 (stereo not given),-11
Cc1noc(C)c1CCCNC(=O)c1ccc(N2CCCC(CO)C2)nc1 (stereo not given),0
COc1cc(CC2(CCC(=O)N(C)Cc3ccc4nsnc4c3)CCC(=O)N2)ccc1F (stereo not given),-2
CC(=O)c1ccc(NC(=O)C2=CC(c3cccs3)=NS(=O)(=O)N2C)cc1,-7
CCOc1cc(C2Nc3ccccc3C(=O)N2O)ccc1O (stereo not given),1
Cc1nnc(-c2cccc(NC(=O)C3CCCCN3C(=O)c3ocnc3C)c2)s1 (stereo not given),-5
CC(NCc1ccc2c(c1)n(C)c(=O)n2C)c1ccccc1 (stereo not given),-12
CC(=O)c1cccc(NS(=O)(=O)c2ccc3[nH]c4c(c3c2)CCCCCC4)c1,4
c1ccc2c(C(c3ccsc3)c3c[nH]c4ccccc34)c[nH]c2c1,10
COC1(C)C(C)(C)C(c2ccc([N+](=O)[O-])cc2)C1(C#N)C#N (stereo not given),-1
Cc1ccc(C2CC(C(F)(F)F)n3ncc(C(=O)O)c3N2)cc1 (stereo not given),4
Cc1ccc(CNC(=O)c2ccc3c(c2)c(C)c(C)n3Cc2ccccc2)o1,-3
CC(=O)c1cc(C(=O)N2CCCC(CCc3c(F)cccc3F)C2)[nH]n1 (stereo not given),-4
COc1cc(C2C(C(=O)OC(C)C)C(C)=Nc3ncnn32)ccc1OCCc1ccccc1 (stereo not given),1
Cc1c(C)n2c3c(=O)n(Cc4ccccc4)c(=O)n(C)c3nc2n1CCO,-6

# Entries listed so far that contain two or more sulfur atoms, in the order listed:
SMILES,ROC1-CUL1 inh
CSc1nnc(CSc2nnc(-c3ccccc3)n2C)n1-c1ccccc1,-8
COc1ccc(NC(=O)C2CCCN(S(=O)(=O)c3cccs3)C2)cc1 (stereo not given),-1
COc1ccc(NC(=O)c2ccc(NC(=O)CCS(=O)(=O)c3cccs3)cc2)cc1,0
CCc1cccc(C)c1NC(=O)CN(C)S(=O)(=O)c1cccc2nsnc12,-8
CCCCCCSc1nc2sc3c(c2c(=O)n1-c1ccc(C)cc1)CCCC3,-8
COc1ccc(Nc2nc3c(S(=O)(=O)c4ccc(Br)cc4)nnn3c3ccsc23)c(OC)c1,2
Cc1cc(S(=O)(=O)N2CCCC(CNS(=O)(=O)Cc3ccccc3)C2)c(C)s1 (stereo not given),-5
CN(C)c1ccc(/C=C2/SC(=S)N(Cc3ccco3)C2=O)cc1,10
CCOC(=O)C1CCCN(C(=O)C2CC(=O)c3sc(NC(=O)c4ccsc4)nc3C2)C1 (stereo not given),5
CC1NC2c3c(sc4c3CCCC4)-n3c(SCC(=O)NCc4ccccc4)nnc3N2N1 (stereo not given),0
Cc1ccc(S(=O)(=O)N(CC(=O)Nc2cccc(N(C)S(C)(=O)=O)c2)c2ccc(C)cc2C)cc1,2
O=C(Cc1ccc(Cl)cc1)NCC(c1cccs1)S(=O)(=O)c1ccccc1 (stereo not given),-3
O=C(CSc1ncn[nH]1)Nc1nsc(-c2ccccc2)n1,0
Cc1cccc2sc(NS(=O)(=O)c3ccc(F)cc3)nc12,0
CCn1ccc2cc(S(=O)(=O)N3CCCN(C(=O)Nc4cccc(SC)c4)CC3)ccc21,-4
CC(=O)c1ccc(NC(=O)C2=CC(c3cccs3)=NS(=O)(=O)N2C)cc1,-7
